D1 agonist = agonists of human D1 dopamine receptor | activation, % at 2 µM | HEK293 T-REx D1 cells, calcium flux, agonist mode | 360,000 compounds, 1% hits | P21728; note: 0% is about no effect
Target sequence (P21728 whole entry, looked up): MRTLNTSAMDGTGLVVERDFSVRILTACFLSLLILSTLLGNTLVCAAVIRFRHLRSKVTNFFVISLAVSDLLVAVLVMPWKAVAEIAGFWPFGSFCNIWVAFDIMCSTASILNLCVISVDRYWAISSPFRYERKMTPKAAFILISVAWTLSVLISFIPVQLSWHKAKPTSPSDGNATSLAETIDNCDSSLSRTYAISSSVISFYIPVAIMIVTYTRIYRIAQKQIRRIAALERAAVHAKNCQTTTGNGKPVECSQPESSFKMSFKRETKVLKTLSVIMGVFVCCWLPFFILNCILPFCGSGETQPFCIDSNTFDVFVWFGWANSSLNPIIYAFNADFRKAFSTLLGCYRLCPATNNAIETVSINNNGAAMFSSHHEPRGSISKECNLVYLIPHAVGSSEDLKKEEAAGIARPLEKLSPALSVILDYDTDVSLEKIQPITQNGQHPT
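Agonism was scored from calcium flux recorded over 180 s (1 read/s) after pintool compound addition, following a 10-cycle baseline. Cells were inducible force-coupled HEK293 TREx D1, plated overnight at 30 C and loaded with no-wash calcium dye.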
D1 PAM = potentiators of human D1 dopamine receptor | P21728 | HEK293 TREx D1 cells, calcium flux, dopamine EC20 potentiation | potentiation, % at 10 µM | 360,000 compounds, 0.036% hits; in the data active = potentiation above about 30%; note: 0% is about no effect
D2 PAM = D2 dopamine receptor (human) potentiation; 340,000 compounds, 0.34% hits; potentiation, % at 10 µM; HEK293 T-REx D2, calcium flux, EC20 dopamine potentiation;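 active = potentiation over 3 SD above the plate norm, cut at about 30% in these data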; note: 0% is about no effect
Target sequence (P14416 whole entry, looked up): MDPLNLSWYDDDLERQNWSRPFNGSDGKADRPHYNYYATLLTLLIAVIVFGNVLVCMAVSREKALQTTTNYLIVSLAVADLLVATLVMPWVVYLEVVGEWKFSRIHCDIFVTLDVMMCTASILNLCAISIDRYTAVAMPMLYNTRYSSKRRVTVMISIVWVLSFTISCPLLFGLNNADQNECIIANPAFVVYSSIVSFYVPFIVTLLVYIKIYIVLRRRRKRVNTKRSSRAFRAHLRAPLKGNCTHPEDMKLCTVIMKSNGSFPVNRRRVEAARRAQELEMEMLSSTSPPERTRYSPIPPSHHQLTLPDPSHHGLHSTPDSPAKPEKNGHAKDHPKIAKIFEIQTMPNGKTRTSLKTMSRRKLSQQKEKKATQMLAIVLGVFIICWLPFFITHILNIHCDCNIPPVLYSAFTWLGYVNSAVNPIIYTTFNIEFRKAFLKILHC
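Potentiation of an EC20 dopamine calcium response measured kinetically over 180 s, after a preceding 180 s compound-only read flagging agonists. Cells: inducible Hek293 Trex D2 line, 4000/well, cultured overnight at 30 C before dye loading.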
TRHR PAM = TRH receptor (human) allosteric enhancement | P34981 | TRHR cells, fluo-8 calcium fluorescence, EC20 TRH enhancement | enhancement, % at 2 µM | 360,000 compounds, 0.66% hits | AID 493056; in the data active = enhancement above about 30%; note: 0% is about no effect
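TRHR-expressing cells loaded with fluo-8 calcium dye were read kinetically (ex 480/em 530) during compound addition, then stimulated with an EC20 of TRH (10 nM final). Enhancement of the Gq-mediated intracellular calcium response was scored.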
D1 antagonist = antagonists of human D1 dopamine receptor; P21728; activity change, negative = inhibition, % at 10 µM; AID 504652; HEK293 TREx D1 cells, calcium flux, dopamine EC80; active compounds read low; 360,000 compounds, 3.2% hits; in the data active = activity change below about -30%; note: % is set by controls: 0 for no effect and ±100 for the full control effect
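Kinetic fluorescence of a calcium dye serves as the read-out. D1-expressing Hek293 Trex cells, induced overnight at 30 C, are exposed to compound for 180 s before an EC80 dopamine addition, then read 180 s further.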
D2 antagonist = antagonizes the human D2 dopamine receptor; HEK293 TREx D2 cells, calcium flux, dopamine EC80; inhibition, % at 10 µM; P14416; 340,000 compounds, 2% hits; in the data active = inhibition above about 30%; note: 0% is about no effect
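Inhibition of EC80 dopamine-driven calcium flux, recorded kinetically, defines activity here; cells are a tetracycline-induced HEK293 T-REx line expressing force-coupled D2.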
TRHR ag = activates the human TRH receptor; P34981; TRHR cells, calcium flux fluo-8, FDSS agonist mode; activation, % at 2 µM; 360,000 compounds, 0.18% hits; note: 0% is about no effect
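Agonist-mode FDSS calcium read (Ex 480/Em 530, 1 s cycles) in 1536-well TRHR cells with fluo-8 dye, after 10-cycle baseline and 23 nL compound addition; TRH at EC20 (10 nM final) added afterwards for the enhancer phase.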
D2 ag = D2 dopamine receptor (human) agonism | HEK293 T-REx D2 cells, calcium flux agonist mode | 340,000 compounds, 0.53% hits | activation, % at 2 µM | AID 485358;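 active = activation over 3 SD above normal in the single-dose calcium agonist read, cut at about 30% in these data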; note: 0% is about no effect
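Tetracycline-induced HEK293 T-REx cells with force-coupled D2 receptor, plated overnight at 30 C, loaded with no-wash calcium dye. After a 10 s baseline, compound was pin-added and calcium flux read kinetically for 180 s; calcium rises flagged agonists.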
RXFP1 antag = RXFP1 (human) relaxin receptor antagonism | Q9HBX9 | HEK293-RXFP1, relaxin-stimulated cAMP HTRF, 30 min; active compounds read low | activity change, negative = inhibition, % at 57.5 µM | 350,000 compounds, 0.59% hits;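 active = activity change of -60% or lower, but not beyond a set lower limit; inconclusive = change between -60% and -40%, or beyond the set limit; inactive = change above -40%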; note: % is set by controls: 0 for no effect and ±100 for the full control effect
Numbers without * were called inactive; ? = inconclusive; · = no result given. Cut-off read from the data, not from the text of the source, unless noted: active = activation above about 30%; inactive = the rest.

SMILES	D1 agonist	D1 PAM	D2 PAM	TRHR PAM	D1 antagonist	D2 antagonist	TRHR ag	D2 ag	RXFP1 antag
O=C(CCC(=O)N1CCOc2ccccc21)NCCc1ccccc1	2	9	-21	5	-7	9	-0.7	0.0	5
O=C(CCNC(=O)c1ccc(Cl)cc1)Nc1c(F)c(F)cc(F)c1F	-2	-8	-13	0	-14	22	-1.3	-1.0	-3
CCOC(=O)c1ccccc1NS(=O)(=O)c1ccccc1	2	4	2	-3	6	-15	-0.5	-0.5	-2
COc1ccc(-c2ccc(NS(=O)(=O)c3cccc(Cl)c3)cc2)nn1	4	2	·	3	31	·	-0.4	·	-11
O=C1c2ccccc2C(=O)N1CCn1c(=O)oc2ccccc21	1	-4	-2	-3	-8	-5	-0.2	0.1	-1
CC(C)CCN1CCN(Cc2cc(F)ccc2-n2cccn2)CC1CCO (configuration not stated)	-1	-2	3	7	-4	-8	0.4	1.3	-15
CC(C)Nc1ccc(C(CC(N)=O)NC(=O)Cc2ccc(Br)cc2)cc1[N+](=O)[O-] (configuration not stated)	2	1	0	-10	10	-10	-0.8	-0.3	·
c1ccc(OCCOc2ccccc2-c2nnco2)cc1	0	-4	-2	-2	-21	-1	-1.0	0.4	-5
CCOC(=O)c1cccc(NC(=O)CSc2nnc(-c3ccoc3C)n2CCOC)c1	2	-2	7	4	1	9	-1.9	0.4	7
COc1ccc(-c2nc3c(c(=O)[nH]c(=O)n3Cc3ccccc3)n2CCO)cc1	1	-3	2	2	0	2	-0.1	0.0	-3
COc1ccc(CN2CCC(n3nccc3NC(=O)C3CC3)CC2)c(Cl)c1OC	3	0	-3	4	-1	-4	-0.3	-0.8	-20
COCCn1c(SCC(=O)Nc2ccc(S(=O)(=O)N3CCOCC3)cc2)nc2ccccc21	2	0	14	0	-4	6	0.4	0.3	-15
CC(C)NC(=S)NC(=O)/C=C/c1cccc2ccccc12	4	1	10	2	2	1	0.0	0.0	-4
Cc1nn(Cc2ccccc2Cl)c(Cl)c1/C=C/C(=O)OCC(=O)NC(N)=O	0	-2	-8	20	-15	-7	1.6	-0.1	-4
Cc1ccc(-c2noc(CCC(=O)N3CCN(c4cccc(C(F)(F)F)c4)CC3)n2)cc1	8	0	3	-3	-3	-20	2.1	1.8	-7
COc1ccccc1NC(=O)N(Cc1ccc2c(c1)OCO2)Cc1nc2ccccc2c(=O)[nH]1	0	-4	-3	0	-2	0	-1.0	-0.5	6
CCCc1cc(=O)n2[nH]c(NCc3ccccc3F)nc2n1	2	1	-5	3	2	6	-0.5	0.7	-14
COc1cc(-c2nc3n(n2)C(c2ccc(F)cc2)C(C(N)=O)=C(C)N3)cc(OC)c1OC (configuration not stated)	2	1	9	-2	16	·	0.6	0.2	-6
O=C(CNC(=O)COc1ccccc1)NCc1cccnc1	0	-6	-9	-2	14	-12	2.4	2.1	6
Cn1cccc1C(=O)OCc1cc(Cl)cc2c1OCOC2	6	-1	4	-6	27	13	-0.5	-0.6	-26
COc1ccc(/C=C2\CCCc3c2nc2ccc(C)cc2c3C(=O)O)cc1O	1	-2	0	0	-10	1	0.4	1.3	-24
O=C(c1cccs1)N1CCCC(N2CCN(c3cccc(C(F)(F)F)c3)CC2)C1 (configuration not stated)	2	-2	-13	-2	-8	-15	-0.7	-1.3	-12
Cn1c(=O)c2c(nc(N3CCOCC3)n2Cc2c(F)cccc2Cl)n(C)c1=O	2	-1	25	5	20	-1	-0.9	-1.0	4
COc1cc(NC(=O)CCc2nnc3ccc(N4CCOCC4)nn23)cc(OC)c1OC	1	1	1	5	-1	20	0.2	0.3	35
Cc1ccc(-c2nc(-c3cc4cccc(OCc5ccc(F)cc5)c4oc3=O)no2)cc1	3	0	-5	-4	6	·	1.4	1.9	·

The last four records of the part before lead into the next.
SMILES	D1 agonist	D1 PAM	D2 PAM	TRHR PAM	D1 antagonist	D2 antagonist	TRHR ag	D2 ag	RXFP1 antag
O=C(c1cccs1)N1CCCC(N2CCN(c3cccc(C(F)(F)F)c3)CC2)C1 (configuration not stated)	2	-2	-13	-2	-8	-15	-0.7	-1.3	-12
Cn1c(=O)c2c(nc(N3CCOCC3)n2Cc2c(F)cccc2Cl)n(C)c1=O	2	-1	25	5	20	-1	-0.9	-1.0	4
COc1cc(NC(=O)CCc2nnc3ccc(N4CCOCC4)nn23)cc(OC)c1OC	1	1	1	5	-1	20	0.2	0.3	35
Cc1ccc(-c2nc(-c3cc4cccc(OCc5ccc(F)cc5)c4oc3=O)no2)cc1	3	0	-5	-4	6	·	1.4	1.9	·
Cn1c(SCC(=O)Nc2ccc3c(c2)OCCO3)nnc1-c1cccnc1	0	-3	-7	-6	3	5	-0.2	-0.4	9
O=C(Nc1ccc(Cl)cc1)NC1CCCCC1	9	-5	-19	5	-18	8	1.5	1.0	8
COc1ccccc1C(=O)NCCC(=O)NCCC12CC3CC(CC(C3)C1)C2	2	-6	-6	2	-31*	0	-0.1	-0.5	-22
N#CC1=C(N)OC2=C(C(=O)CCC2)C12C(=O)N1CCCc3cccc2c31 (configuration not stated)	0	-1	-5	-2	-2	-4	-0.4	-0.1	4
COc1ccc(-c2cc(C(=O)NCCc3ccccc3)c3c(-c4ccc(Cl)cc4)[nH]nc3n2)cc1	6	-3	-5	-6	7	·	0.7	0.6	·
COc1ccc(CC(NC(C)=O)C(=O)NC2CCN(C(=O)c3cccc(Cl)c3)CC2)cc1OC (configuration not stated)	0	5	4	-7	-4	1	0.1	1.1	5
COc1ccc(N2CCN(S(=O)(=O)c3ccc(Br)s3)CC2)cc1	1	-8	2	6	-23	-6	-0.2	0.5	-15
COc1ccc(Cc2nnc(NC(=O)C3CC(=O)N(CCc4ccc(F)cc4)C3)s2)cc1OC (configuration not stated)	0	-9	·	2	24	4	0.5	-2.9	5
Cc1ccc(-c2noc(CCC(=O)NCCc3ccccc3Cl)n2)cc1	4	-7	5	3	4	0	0.6	0.5	-4
NC(=O)CN1CCOCCOCCOCCOCCOCC1	0	1	-1	-3	-8	24	0.3	1.2	-1
Cc1cccc(NC(=O)c2ccc3ccccc3n2)n1	-2	-4	10	8	-9	-1	-0.7	-0.1	-5
CCOC(=O)c1sc(NC(=S)NC(=O)c2cccc(OC)c2)nc1C	5	-1	-4	1	-3	20	22	7.7	3
Cc1ccc(NC(=O)c2ccc(OC(=O)c3ccco3)cc2)cc1	1	-3	-5	-12	-2	-2	1.3	-0.3	-11
O=C(COC(=O)c1ccc([N+](=O)[O-])cc1)Nc1ccc(Cl)cn1	5	6	17	5	-37*	-2	0.4	-0.2	2
Cc1ccc(NC(=O)CSCC(=O)Nc2ccc(N3CCOCC3)c(Cl)c2)cc1	5	-4	4	6	-34*	7	-1.0	0.0	-24
COc1cc(NC(=O)CN(c2ccc(C)cc2)S(=O)(=O)c2c(C)nn(C)c2C)cc(OC)c1	3	4	-22	10	3	-8	-0.4	0.8	-6
COc1ccccc1NC(=O)c1sc2nc(C)c(C(=O)Nc3ccc(C)cc3C)c(-c3ccco3)c2c1N	25	2	15	3	-9	·	7.4	1.4	0
COc1ccc(/C=C2\CCn3c2nc2cc(C(=O)O)ccc2c3=O)cc1O	3	-1	-2	4	-3	7	-1.0	-1.6	-7
Cc1ccc2c(C)[nH]c(=O)cc2c1	2	-13	-10	-1	3	-2	0.3	0.3	-21
O=C(c1ccc(CS(=O)c2ccccc2Cl)o1)N1CCN(c2cccc(C(F)(F)F)c2)CC1 (configuration not stated)	6	1	-8	2	-15	·	-0.4	-0.4	?
CC(C)(C)NC(=O)Cn1c(Cl)nc2ccccc21	4	-10	0	-3	-13	10	0.3	1.9	2
O=C(O)c1cnn2c(C(F)F)cc(C3CC3)nc12	4	5	10	5	4	-16	0.2	0.0	14
O=C(CCn1nc(-c2ccccc2)ccc1=O)N1CCCC1	1	-6	·	-5	10	-11	-0.7	0.6	-5
Fc1ccccc1C(c1nnnn1Cc1ccc2c(c1)OCO2)N1CCN(Cc2ccccc2)CC1 (configuration not stated)	16	-2	-2	1	20	5	-1.2	-1.4	-15
CC(C)(C)C(=O)Cn1c(=O)n(-c2ccc(Cl)c(Cl)c2)c(=O)c2c3c(sc21)CCCC3	0	0	16	13	-11	·	0.5	0.7	·
More results.
SMILES	D1 agonist	D1 PAM	D2 PAM	TRHR PAM	D1 antagonist	D2 antagonist	TRHR ag	D2 ag	RXFP1 antag
COc1ccc(NC(=S)NC(=O)c2cncc(Br)c2)c(OC)c1	0	-2	-6	3	-7	-28	0.4	0.1	-5
COc1ccc(C(=O)Oc2ccc(/C=N/Nc3ccc(Cl)c(C(=O)O)c3)cc2OC)cc1	2	-8	4	-1	-6	-2	0.3	-1.2	2
COc1ccc(C2(C)NC(=O)N(CC(=O)NCc3ccccc3)C2=O)cc1OC (configuration not stated)	2	-6	-4	1	-26	3	0.7	2.7	-10
Oc1cccc(C(O)CNCc2ccc(OCc3ccc(Cl)cc3Cl)cc2)c1 (configuration not stated)	11	4	0	6	25	-11	2.7	1.2	-4
O=C(CSc1nnc(-c2ccco2)o1)NC(=O)C1COc2ccccc2O1 (configuration not stated)	2	-6	6	5	-14	11	-0.6	0.5	-6
CCN(Cc1ccc(OC)c(F)c1)C(=O)C1CCCO1 (configuration not stated)	2	-10	-10	-2	-7	10	0.8	1.2	0
Cn1c(SCC(=O)Nc2ccc3c(c2)OCCO3)nnc1C1CC1	7	·	7	4	-19	-5	-1.9	1.2	8
O=C(N/N=C/c1sc(N2CCOCC2)nc1-c1ccccc1)c1ccccc1O	12	-2	4	-8	-22	-24	2.6	4.3	?
CCOC(=O)C(CCCOc1ccc(C)cc1)C(=O)OCC	3	-4	-5	-9	-1	-30	-0.4	0.6	2
Cc1ccc(Nc2c(-c3ccc(N(C)C)cc3)nc3ncccn23)cc1	1	-6	5	-4	-2	-12	1.6	0.8	-9
O=c1[nH]c(C2CCN(S(=O)(=O)c3ccc([N+](=O)[O-])cc3)CC2)nc2c1nnn2Cc1ccccc1	3	-1	3	-5	1	21	0.1	0.7	14
Cc1ccc(S(=O)(=O)N2CCCc3cc(NC(=O)c4ccc(F)c(F)c4)ccc32)cc1	2	-1	-5	-1	-21	·	0.1	1.5	-1
Cc1ccc(-n2ccnc(NCCc3ccc(S(N)(=O)=O)cc3)c2=O)cc1C	1	-4	-4	6	-4	·	-0.5	-0.2	·
O=C(COC(=O)c1ccc2ccccc2n1)NCc1ccccc1	0	4	13	6	-26	2	-0.3	-0.9	3

Some of these compounds in order of molar mass, smallest number first:
SMILES	D1 agonist	D1 PAM	D2 PAM	TRHR PAM	D1 antagonist	D2 antagonist	TRHR ag	D2 ag	RXFP1 antag
O=C(Nc1ccc(Cl)cc1)NC1CCCCC1	9	-5	-19	5	-18	8	1.5	1.0	8
CCCc1cc(=O)n2[nH]c(NCc3ccccc3F)nc2n1	2	1	-5	3	2	6	-0.5	0.7	-14
CCOC(=O)c1ccccc1NS(=O)(=O)c1ccccc1	2	4	2	-3	6	-15	-0.5	-0.5	-2
COc1cc(NC(=O)CN(c2ccc(C)cc2)S(=O)(=O)c2c(C)nn(C)c2C)cc(OC)c1	3	4	-22	10	3	-8	-0.4	0.8	-6
